pAkt inh: inhibitors of Akt phosphorylation; Neuro2A IGF-stimulated pAkt S473 HTRF, 20 min; stronger effect = lower value; activity change, % for hits at 50 µM; 360,000 compounds, 0.32% hits; AID 651550; in the data active = activity change below about -80%; inconclusive = mostly about -51% to -80%; also: % is scaled to controls: 0 for no effect and ±100 for the full control effect
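Neuro2A cells (4,500/well, DMEM with 0.5% FBS) were treated with compound at a single 50 µM final concentration, stimulated with 6 nM IGF for 20 min at 37 °C, and lysed. Phospho-Akt Ser473 was read by HTRF as 665/615 ratio ×10^4.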
MmCpn inh: M. maripaludis TRiC chaperonin inhibition; purified Mm-Cpn ATPase, ADP Transcreener TR-FRET; Potency, µM (highest dose often 76.9 µM), for the others: at the highest dose activity, negative = inhibition, actives largely listed as inhibitors; 330,000 compounds, 0.031% hits; AID 504842; also: potency is read from the fitted curve at half-maximal effect; % is scaled to controls: 0 for no effect and ±100 for the full control effect; nearly all actives have a fitted effect of over 80% in size
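25 nM Mm-CPN + cpd, 10 min 37°C; + 10 uM ATP, 30 min 37°C; buffer 30 mM Tris pH 7.4, 100 mM KCl, 5 mM MgCl2, 1 mM DTT; Transcreener ADP HTRF detection 30 min RT.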
EPAC2 antag: antagonists of human EPAC2 | Q8WZA2 | 360,000 compounds, 0.18% hits | EPAC2 GEF exchange of Rap1B-BODIPY-GDP, fluorescence | Potency, µM (doses to about 114 µM), for inactives: at the top dose activity, negative = inhibition, usual class: inhibitors; also: potency is read from the fitted curve at half-maximal effect; % is scaled to controls: 0 for no effect and ±100 for the full control effect; nearly all actives have a fitted effect of over 45% in size; many of its hits are not listed in these tables
EPAC2 agonist: agonists of human EPAC2 (RAPGEF4). Potency, µM (series often up to 154 µM), inactives show at the top dose activation, hits mostly activators. AID 720711. EPAC2 activation, biochemical qHTS; response scale: 100% = 6.5 mM cAMP response. Q8WZA2. 360,000 compounds, 0.079% hits; also: potency is read from the fitted curve at half-maximal effect; nearly all actives have a fitted effect of over 50% in size
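Setup: EPAC2 100 nM, labeled Rap1B complex 250 nM, free GDP 50 uM. Compound titrations pinned in, brief spin, 5 min room temperature incubation. Kinetic fluorescence read over 30 min, normalized to 6.5 mM cAMP.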
CCT chaperon mod: modulators of cytosolic chaperonin (CCT/TRiC) activity; purified chaperonin ATPase assay, HTRF ADP detection, 30 min; activity change, % (test concentration not listed), hits read low; 360,000 compounds, 0.3% hits; AID 651819; in the data active = activity change below about -30%; also: % is scaled to controls: 0 for no effect and ±100 for the full control effect
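ATPase activity: ADP formed was measured by HTRF Transcreener (665/615 nm ratio) after 30 min at 37 deg C with 10 uM ATP. Compounds screened at one 76 uM concentration against 40 or 20 nM TRiC in Tris pH 7.4/KCl/MgCl2/DTT buffer.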
DRD3 antagonist: D3 dopamine receptor (human) antagonism; P35462; D3R cells, DiscoveRx beta-arrestin luminescence, antagonist mode; stronger effect = lower value; max response, negative = inhibition, %; 360,000 compounds, 2.5% hits; in the data active = max response below about -50%; inconclusive = no clear call, values can overlap the other calls; also: % is scaled to controls: 0 for no effect and ±100 for the full control effect; mostly tested at two doses, the higher about 12 µM
Target sequence (P35462 whole entry, looked up): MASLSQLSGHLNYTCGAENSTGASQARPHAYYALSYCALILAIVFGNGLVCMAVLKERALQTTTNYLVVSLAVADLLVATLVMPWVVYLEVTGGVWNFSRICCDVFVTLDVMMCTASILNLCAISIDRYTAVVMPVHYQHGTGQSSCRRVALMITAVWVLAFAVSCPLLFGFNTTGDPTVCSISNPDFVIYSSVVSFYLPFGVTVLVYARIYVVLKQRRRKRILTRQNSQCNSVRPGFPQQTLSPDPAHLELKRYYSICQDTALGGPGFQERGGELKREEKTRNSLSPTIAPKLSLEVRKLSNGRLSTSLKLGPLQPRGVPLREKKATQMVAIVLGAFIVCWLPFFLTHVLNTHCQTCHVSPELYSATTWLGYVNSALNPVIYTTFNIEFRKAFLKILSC
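Cells plated overnight at 1500 cells/well, then exposed to library compounds with dopamine controls for 90 minutes at 37 degrees C. DiscoveRx reagent added for 30–60 minutes at room temperature; luminescence read, quantitative HTS format.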
DRD3 agonist: D3 dopamine receptor (human) agonism. P35462. 410,000 compounds, 0.58% hits. max activation, %. D3R DiscoveRx beta-arrestin cells, luminescence, 90 min; in the data active = max activation above about 30%; also: 0% is about no effect; mostly tested at two doses, the higher about 12 µM
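Agonist mode: compounds and dopamine controls were applied to plated cells for 90 min at 37 degrees C after an overnight attachment at 1500 cells/well. Luminescent read-out followed 30 - 60 minutes at room temperature with DiscoveRx detection reagent.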
PTHR1 agonist: agonists of human PTHR1 parathyroid hormone receptor; HEK293 GP2 PTHR1 cells, GloSensor cAMP luminescence, 1 h; Potency, µM (highest dose often 115 µM), inactives show at the highest dose activation, actives largely listed as activators; 410,000 compounds, 0.075% hits; also: potency is read from the fitted curve at half-maximal effect; nearly all actives have a fitted effect of over 55% in size; some results filed as inactive show a strong effect at the top dose; inactives centre near -15; many of its hits are not listed in these tables
Target sequence (Q03431 whole entry, looked up): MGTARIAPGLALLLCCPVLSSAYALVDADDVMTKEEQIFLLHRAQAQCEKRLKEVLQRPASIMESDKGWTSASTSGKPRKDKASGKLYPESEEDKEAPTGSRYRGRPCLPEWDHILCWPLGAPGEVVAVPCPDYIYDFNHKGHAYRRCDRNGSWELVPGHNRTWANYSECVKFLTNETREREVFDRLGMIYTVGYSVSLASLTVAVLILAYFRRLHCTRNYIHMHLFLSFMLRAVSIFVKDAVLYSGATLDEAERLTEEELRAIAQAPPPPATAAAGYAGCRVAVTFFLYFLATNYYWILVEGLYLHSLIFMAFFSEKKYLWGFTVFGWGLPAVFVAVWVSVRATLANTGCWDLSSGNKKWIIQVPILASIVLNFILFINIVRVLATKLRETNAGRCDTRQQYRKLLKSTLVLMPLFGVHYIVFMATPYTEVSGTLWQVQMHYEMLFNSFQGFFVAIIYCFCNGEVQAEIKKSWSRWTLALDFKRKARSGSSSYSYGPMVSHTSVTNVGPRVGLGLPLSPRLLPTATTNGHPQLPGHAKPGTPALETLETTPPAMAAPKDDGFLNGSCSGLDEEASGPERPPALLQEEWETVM
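HEK-293-derived GP2 cells expressing PTHR1 and a GloSensor cAMP reporter, 3,000/well, plated overnight, given luciferin plus IBMX (each 0.5 mM as added) for 1 h at 37 °C, then compound for 1 h at 37 °C. Luminescence was read after 15 min at room temperature.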
An asterisk follows results filed as active; i = inactive; ? = inconclusive; . = no result given; [ ] = dose if it differs, or a comment. Unless noted, calls follow the shape of the dose curve; as a rule, active = well fitted curve in the direction sought with a large enough effect; inconclusive = small, poorly fitted or top-dose-only effect, or another doubt; inactive = no such curve, though single readings can be large; an effect the other way counts as inactive or inconclusive. Not all compounds are listed; the hit share may differ from the screen's.

SMILES	pAkt inh	MmCpn inh	EPAC2 antag	EPAC2 agonist	CCT chaperon mod	DRD3 antagonist	DRD3 agonist	PTHR1 agonist
COc1ccc2c(C(=O)c3ccc(Cl)cc3)n(CCCC(N)=O)[n+]([O-])c2c1	i	-1%	4%	16%	-3.3	-25	-25	5%
Cc1nn(CC(=O)OCC(=O)NCCc2ccc(F)cc2)c(C)c1[N+](=O)[O-]	i	0%	-23%	-9%	2.5	-4	-3	24%
COC(=O)C1=C(N)Oc2cc(C)n(Cc3cccnc3)c(=O)c2C1c1cccc(OC)c1OC (stereo not drawn)	i	-1%	13%	3%	0.9	1	-8	-1%[57.5 µM]
Cc1nc(SCC(=O)O)c2oc3ccccc3c2n1	i	1%	-5%	11%	-5.0	-26	-2	i
CCOC(=O)C1CCN(C(=O)C(CCSC)NC(=O)COc2ccccc2)CC1 (stereo not drawn)	i	0%	-10%	2%	-1.5	3	0	i
COc1ccc(-c2csc(NC(=O)CSCc3c(C)noc3C)n2)c(OC)c1	i	-17%	-9%	5%	-0.2	3	0	-41%[inhibitor]
CC(=NCCCn1ccnc1)c1c(-c2ccccc2)[nH]n(-c2nc3ccccc3s2)c1=O	i	-2%	-2%	2%	-6.0	0	-3	-2%
Cc1ccccc1C1CCCN(Cc2nc(C3CC3)no2)C1 (stereo not drawn)	i	0%	-7%	3%	-2.3	25	17	-24%
Cc1ccc(S(=O)(=O)N2CCC(C(=O)NNC(=O)c3cccnc3)CC2)cc1	i	-1%	-3%	-2%	0.8	1	-1	5%
COc1ccc2c3c(c(=O)oc2c1OCC(=O)C(C)(C)C)CCCC3	i	2%	6%	-10%	-3.5	5	6	0%[57.5 µM]
CCC(C)C(NC(=O)C1CCC(=O)N1C(=O)OCc1ccccc1)C(=O)NC(C(=O)N1CCCC1C(N)=O)C(C)CC (stereo not drawn)	i	1%	7%	1%	2.0	6	8	i
CC(C)NC(=O)N(C)C[C@H]1OCc2cnnn2CCCC(=O)N([C@@H](C)CO)C[C@H]1C	i	.	23%	6%	0.6	-16	0	-8%
COC(=O)[C@]12CCCCC=C1N(CCc1ccc(OC)c(OC)c1)C(=O)[C@H](CC(=O)NCCCN1CCCC1=O)C2	i	.	-2%	11%	.	3	6	-23%
O=C(Nc1ccc2oc(-c3ccncc3)nc2c1)c1ccc(Br)o1	i	0%	-1%	8%	1.9	0	5	i
COC(=O)c1ccccc1NC(=O)Cn1cc2c(n1)CCC(C)C2 (stereo not drawn)	i	1%	-27%	12%	-0.3	1	-4	-25%
CCCCSCCCNC(=O)C1CCC(CNS(=O)(=O)c2ccc(NC(C)=O)cc2)CC1 (stereo not drawn)	i	0%	-2%	-1%	-0.5	-12	0	i
COc1ccc(NC(=O)c2c(N)no[n+]2[O-])cc1	i	-5%	15%	-2%	0.0	-5	-5	i
Cc1cc(C)c2c(c1)/C(=N/NC(=O)c1cc(C)oc1C)CCC2	i	-1%	14%	3%	0.2	-8	-5	i
CC(Sc1nnnn1C1CC1)C(=O)Nc1cccc(S(=O)(=O)N2CCOCC2)c1 (stereo not drawn)	i	0%	0%	-6%	-1.0	-1	1	-22%
COc1ccc(NC(=O)CC2Oc3ccc(C)cc3NC2=O)cc1 (stereo not drawn)	i	0%	-2%	-1%	1.3	2	5	-20%
CN(C)c1nccc(Nc2ccccc2)c1C#N	i	1%	6%	5%	1.9	0	10	-6%
COc1ccc(C(=O)NCc2nnc(SCC(=O)N3CCc4ccccc43)n2CCc2ccccc2)cc1	i	2%	7%	18%	-0.6	-19	-6	i
Cc1cc(C)c(NC(=O)CNC(=O)[C@@H]2CCCN2C(=O)c2cccs2)c(C)c1	i	3%	3%	9%	-2.7	16	2	12%
Cc1ccc(C)c(NC(=O)C2CC(O)CN2C(=O)OCc2ccccc2)c1 (stereo not drawn)	i	-6%	-4%	6%	-1.0	-13	-5	i

The last 3 records of the section above open the next one:
SMILES	pAkt inh	MmCpn inh	EPAC2 antag	EPAC2 agonist	CCT chaperon mod	DRD3 antagonist	DRD3 agonist	PTHR1 agonist
COc1ccc(C(=O)NCc2nnc(SCC(=O)N3CCc4ccccc43)n2CCc2ccccc2)cc1	i	2%	7%	18%	-0.6	-19	-6	i
Cc1cc(C)c(NC(=O)CNC(=O)[C@@H]2CCCN2C(=O)c2cccs2)c(C)c1	i	3%	3%	9%	-2.7	16	2	12%
Cc1ccc(C)c(NC(=O)C2CC(O)CN2C(=O)OCc2ccccc2)c1 (stereo not drawn)	i	-6%	-4%	6%	-1.0	-13	-5	i
CS(=O)(=O)N(Cc1ccco1)CC(O)Cn1c2ccccc2c2ccccc21 (stereo not drawn)	i	1%	-11%	18%	-1.5	12	-4	-33%
O=C(NC1CCCc2ccccc21)c1cc(F)cc(F)c1 (stereo not drawn)	i	-1%	2%	6%	-0.9	-9	5	-11%
O=C(NCCN1C(=O)S/C(=C\c2ccc(OC(F)F)cc2)C1=O)[C@@H]1CCCN1C(=O)c1cccs1	i	-2%	-1%	6%	-4.3	-16	-4	-6%
COC(=O)COc1ccc(S(=O)(=O)Nc2ccc(C(N)=O)cc2)cc1C	i	1%	-2%	15%	-2.0	28	1	-32%[inhibitor]
CCC(C(=O)Nc1ccncc1)c1ccccc1 (stereo not drawn)	i	0%	-7%	0%	-3.3	15	0	-4%
CC1=CC2=C(C=O)C(=O)C(C)(O)C(O)C2=CO1 (stereo not drawn)	i	.	50µM*	-68%[inhibitor]	-3.6	9	-2	0%
CCCn1ncc(CN2CCC(N3CCC(C(=O)N4CCOCC4)CC3)CC2)c1C	i	0%	6%	6%	1.0	11	4	i
O=C(Nc1ccc2nc(C(F)(F)F)[nH]c2c1)[C@@H]1O[C@H](CO)[C@@H](O)[C@H]1O	i	.	1%	16%	-2.2	0	-9	9%
O=S1(=O)CCOC[C@H](c2ccccc2)N1Cc1cccc(Cl)c1	i	3%	?	18%	-0.4	-59*	-13	-1%
CCc1ccc(NC(=O)CSc2nc(=O)n(CCCN3CCOCC3)c3c2CCC3)cc1	i	1%	0%	-1%	0.6	16	5	i
C(=C\c1sc(Nc2ccccc2)n[n+]1-c1ccccc1)/c1ccccc1	i	.	32%[activator]	-6%	-4.0	0	2	i
CCCn1c(NCc2cccs2)nc2ccccc21	i	2%	7%	6%	-0.6	-23	-4	-17%[57.5 µM]
COCCSc1nnc(NC(=O)CSCc2ccccc2)s1	i	-10%	9%	-2%	-1.0	9	15	-2%[57.5 µM]
CC(=O)Nc1nnc(SCC(=O)Nc2ccc(N3CCOCC3)c(Cl)c2)s1	i	0%	2%	-5%	2.6	-11	-12	i
Cc1ccc(NC(=O)c2cnccn2)c(Br)c1	i	0%	1%	8%	4.0	17	3	i
CCn1cnc2sc(C(=O)N3CCN(c4ccc(OC)cc4)CC3)c(C)c2c1=O	i	1%	-7%	8%	-0.7	11	15	-24%[57.5 µM]
COc1ccc(C)cc1N(CC(=O)Nc1ccc2c(c1)OCCO2)S(C)(=O)=O	i	0%	7%	8%	0.9	13	2	i
CCN(CC)S(=O)(=O)c1cc(C(=O)Nc2ccncc2)ccc1Cl	i	1%	15%	7%	1.1	-14	-12	-14%[57.5 µM]
NS(=O)(=O)c1ccc(O)c(N2C(=O)c3cccc4c(C(=O)O)ccc(c34)C2=O)c1	i	-1%	0%	3%	-2.2	-15	-12	i
CC(=O)Nc1ccc(NC(=O)CCc2c(C)noc2C)cc1	i	4%	11%	-2%	0.6	4	9	i
O=C1Nc2ccccc2OC1CC(=O)N1CCN(c2cccc(C(F)(F)F)c2)CC1 (stereo not drawn)	i	-1%	5%	3%	1.7	15	-12	13%[57.5 µM]
O=C(NCCCNC(=O)c1ccco1)c1ccco1	i	-6%	-2%	1%	-2.0	-21	-1	-14%[57.5 µM]
CCC(C)N(C(=O)COC(=O)/C=C/c1ccc(O)c(OC)c1)C1CCS(=O)(=O)C1 (stereo not drawn)	i	-4%	-6%	10%	1.0	6	1	-3%
O=[N+]([O-])c1cc(-c2csc(NC(CO)c3nc4ccccc4n3CCOCCO)n2)ccc1Cl (stereo not drawn)	i	.	-12%	5%	-0.8	12	12	i
O=C(O)C=C1CCN(c2ncc(C(F)(F)F)cc2Cl)CC1	i	-3%	-5%	-4%	1.6	0	1	-50%[inhibitor][57.5 µM]
COc1cc(NS(=O)(=O)c2ccc3c(c2)C(C)(C)C(=O)N3C)cc(OC)c1	i	0%	-11%	4%	-0.3	4	5	-33%[inhibitor]
CCC(C)(C(=O)NC1CCCCC1)N(Cc1cccs1)C(=O)c1ccc(=O)[nH]c1 (stereo not drawn)	i	0%	16%	5%	-2.3	19	-6	i
NC(=O)C1CC(=O)N(c2ccc(OCc3ccc(Cl)cc3Cl)cc2)C1 (stereo not drawn)	i	2%	6%	-2%	0.1	-4	1	i
CC(C)Cn1cc(C(=O)NCCCN2CCC(C)CC2)c2c3ccccc3n(C)c2c1=O	i	.	6%	4%	-7.6	-83*	-42	-16%
Cc1ccc(-n2c(=O)[nH]c3c(oc4ccccc43)c2=O)cc1	i	-4%	-5%	0%	-0.2	-17	3	i
Cc1ccc(S(=O)(=O)N2CCOC23CCN(C(=O)c2ccccc2Br)CC3)cc1	i	1%	-7%	18%	0.2	3	2	-29%
O=c1c(Cc2c(F)cccc2Cl)c(O)ccn1Cc1ccc(F)cc1	i	-1%	-1%	-4%	0.7	-2	3	-24%
OCCNNC(=S)NC1CC2C=CC1C2 (stereo not drawn)	i	5%	3%	1%	0.1	26	3	-4%
CCOCC(O)CNC(=O)c1ccc(OC2CCN(C(=O)c3cccnc3)CC2)cc1 (stereo not drawn)	i	-1%	1%	-11%	0.3	11	-3	-16%
COc1ccc(NC(=O)[C@@H](NC(N)=O)C(C)C)cc1Cl	i	4%	1%	10%	-2.9	-2	0	i
O=C(CN1CCN(C(=O)c2ccco2)CC1)Nc1cccc([N+](=O)[O-])c1	i	3%	6%	1%	-0.1	-16	0	i
CCCN1C(=O)C(O)(C2COC(C)(C)CC2=O)c2ccccc21 (stereo not drawn)	i	0%	0%	9%	-0.1	-5	4	i
